Screens (PubChem BioAssay)
Epigenetic reg – Quantitative High-Throughput Screen for Regulators of Epigenetic Control. murine LDR cells, GFP reporter derepression, 30 h. 280,000 compounds, 0.2% hits. Potency, µM (titrated, usually from 53.9 µM), for inactives: at the highest dose GFP activation, usual class: activators; note: % of control where 0% means no effect; nearly all actives have a fitted effect of over 60% in size
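Murine LDR cells carrying a silenced, genomically integrated CMV-driven GFP reporter were exposed to compound for 30 hours at 37 C. After PBS washes, GFP-positive cells (20–120 um objects) were counted by laser-scanning microplate cytometry.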
RECQ1 helicase – qHTS Assay for Inhibitors of RecQ-Like Dna Helicase 1 (RECQ1); 240,000 compounds, 0.54% hits; ATP-dependent DNA helicase Q1 (Homo sapiens), P46063; RECQ1 DNA unwinding, red fluorescence kinetic read; Potency, µM (highest dose often 57.3 µM), inactives show top-dose activity, negative = inhibition, most hits filed as inhibitors; AID 2549, 2010;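 note: plate controls were vehicle for no effect and no enzyme for full effect; nearly all actives have a fitted effect of over 30% in size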
Target sequence (P46063 whole entry, looked up): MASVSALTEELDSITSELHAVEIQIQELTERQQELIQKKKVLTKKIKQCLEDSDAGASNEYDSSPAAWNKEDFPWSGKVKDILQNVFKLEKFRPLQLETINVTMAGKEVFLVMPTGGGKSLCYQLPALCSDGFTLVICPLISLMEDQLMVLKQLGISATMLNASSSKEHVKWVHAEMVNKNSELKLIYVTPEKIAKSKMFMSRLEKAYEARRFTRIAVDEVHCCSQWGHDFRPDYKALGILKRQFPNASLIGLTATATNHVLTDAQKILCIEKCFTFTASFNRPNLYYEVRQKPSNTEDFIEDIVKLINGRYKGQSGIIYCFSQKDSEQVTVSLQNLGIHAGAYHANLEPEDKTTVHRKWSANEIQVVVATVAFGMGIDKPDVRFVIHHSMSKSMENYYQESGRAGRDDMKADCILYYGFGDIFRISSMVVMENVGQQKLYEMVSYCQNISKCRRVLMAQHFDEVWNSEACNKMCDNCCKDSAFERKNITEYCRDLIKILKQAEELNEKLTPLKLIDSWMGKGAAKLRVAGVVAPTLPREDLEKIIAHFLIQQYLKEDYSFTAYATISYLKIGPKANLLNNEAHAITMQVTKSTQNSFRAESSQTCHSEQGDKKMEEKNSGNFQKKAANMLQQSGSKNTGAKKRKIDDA
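50 nM RECQ1T1 preincubated 15 min with compound in Tris pH 8.0 buffer with MgCl2, DTT, Tween-20 and 2.5 ug/ml poly(dI-dC); started with 200 nM TAMRA/BHQ-2 forked duplex and 2 mM ATP. Unwinding read as fluorescence (525/598 nm), two reads 2 h apart.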
JMJD2E inh – qHTS Assay for Inhibitors of Human Jumonji Domain Containing 2E (JMJD2E); Lysine-specific demethylase 4E (Homo sapiens), B2RXH2; JMJD2E catalytic domain, FDH-coupled NADH fluorescence (FDH is formaldehyde dehydrogenase); Potency, µM (highest dose often 57.1 µM), for the others: at the top dose activity change, negative = inhibition, usual class: inhibitors; 230,000 compounds, 1.6% hits; AID 2147, 2009; active = well fitted inhibition curve with a large enough effect, not every such curve was filed as active; inconclusive = small, poorly fitted or top-dose-only effect, or another doubt; inactive = no such curve, though single readings can be large or run the other way;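 note: 0% = wells with enzyme and -100% = buffer wells without enzyme; nearly all actives have a fitted effect of over 50% in size; many of its hits are not listed in these tables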
Target sequence (B2RXH2 1-337 limits assumed): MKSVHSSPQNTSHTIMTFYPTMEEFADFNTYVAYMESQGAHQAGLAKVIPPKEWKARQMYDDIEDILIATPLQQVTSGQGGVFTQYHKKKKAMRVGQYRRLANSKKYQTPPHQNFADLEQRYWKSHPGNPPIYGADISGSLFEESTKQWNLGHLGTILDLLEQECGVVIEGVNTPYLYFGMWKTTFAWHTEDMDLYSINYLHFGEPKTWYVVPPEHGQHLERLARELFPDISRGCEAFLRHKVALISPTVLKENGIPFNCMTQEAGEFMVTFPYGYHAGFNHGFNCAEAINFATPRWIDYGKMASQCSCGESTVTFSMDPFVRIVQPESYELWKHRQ
NPSR antagonist – qHTS Assay for Antagonists of the Neuropeptide S Receptor: cAMP Signal Transduction. Q6W5P4. CHO-NPSR cells, cAMP TR-FRET, antagonist mode. Potency, µM (series often up to 38.3 µM), inactives show at the highest dose activity change, negative = inhibition, usual class: inhibitors. 220,000 compounds, 1% hits. AID 1461, 2008; note: % is set by controls: 0 for no effect and ±100 for the full control effect; nearly all actives have a fitted effect of over 50% in size; many of its hits are not listed in these tables
IMPase Li inh – qHTS Assay for Identifying the Cell-Membrane Permeable IMPase Inhibitors: Potentiation with Lithium. Potency, µM (titrated, usually from 59.4 µM), inactives show at the highest dose activity, negative = IMPase inhibition, hits mostly inhibitors. AID 1457, 2008. CHO-M1 cells, IP1 TR-FRET (IP-One), carbachol + lithium. 210,000 compounds, 0.35% hits;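 note: IP1 builds up when IMPase is blocked and the TR-FRET signal falls; plate controls were basal vehicle for no effect and high inhibitor control for full effect; nearly all actives have a fitted effect of over 50% in size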
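IP1 accumulation measured by competitive TR-FRET in lysed CHO-M1 cells after 30 min compound exposure at 37C, with a small lithium addition to potentiate weak responses. Hill-equation AC50 from ratio and donor-channel data.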
Luc counter – Counterscreen for Luciferase (Kinase-Glo TM) Inhibition. 200,000 compounds, 0.28% hits. Kinase-Glo luciferase, ATP luminescence, 8 min. Potency, µM (highest dose often 38.3 µM), for the others: top-dose activity change, negative = inhibition, hits mostly inhibitors. Luciferin 4-monooxygenase (Photuris pensylvanica), Q27757; note: % is set by controls: 0 for no effect and ±100 for the full control effect; nearly all actives have a fitted effect of over 60% in size
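Compound is pinned into ATP-containing buffer (10 uM ATP, imidazole pH 7.2, 7 mM MgCl2). Kinase-Glo luciferase reagent is then added. Light output is recorded following an 8-min room-temperature incubation.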
SMN2 splice enh – qHTS Assay for Enhancers of SMN2 Splice Variant Expression | 210,000 compounds, 2.8% hits | Potency, µM (titrated, usually from 46.1 µM), for the others: top-dose activity change, positive = activation, usual class: activators | HEK293 SMN2-luciferase splicing reporter, luminescence, 30-36 h; note: % of control where 0% means no effect; nearly all actives have a fitted effect of over 55% in size
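HEK293 cells carry an SMN2 […]–luciferase reporter in which exon 7 inclusion puts luciferase in frame. Cells were plated 10-12 h before compound addition, then incubated 30-36 h at 37C. ONE-Glo luminescence was read; sodium butyrate at 4.5 mM final served as control.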
GoLoco inh red – qHTS Assay for Inhibitors of RGS12 GoLoco Motif Activity (Red Fluorophore); Guanine nucleotide-binding protein G(i) subunit alpha-1 (Homo sapiens), P63096; Gai1:RGS12 GoLoco peptide FP, rhodamine, 10 min; Potency, µM (highest dose often 61.6 µM), without a hit: at the top dose activity, negative = inhibition, usual class: inhibitors; 230,000 compounds, 0.44% hits; AID 880, 2007; active = well fitted inhibition curve with a large enough effect, not every such curve was filed as active; inactive = no such curve, though single readings can be large or run the other way; note: % is set by controls: 0 for no effect and ±100 for the full control effect; nearly all actives have a fitted effect of over 30% in size; many of its hits are not listed in these tables
The depositor's hits bear a star; i = inactive; ? = inconclusive; . = not tested or not shown; & = joins results of further samples; [ ] = another dose, or the depositor's remark. Unless noted, calls come from the whole dose curve; as a rule, active = well fitted curve in the direction sought with a large enough effect; inconclusive = small, poorly fitted or top-dose-only effect, or another doubt; inactive = no such curve, though single readings can be large; an effect the other way counts as inactive or inconclusive. Potency is the fitted concentration of half-maximal effect. The list is partial; the hit share may differ from the screen's.

molecule	GoLoco inh red	Luc counter	RECQ1 helicase	JMJD2E inh	SMN2 splice enh	NPSR antagonist	Epigenetic reg	IMPase Li inh
CC(Cc1c[nH]c2ccccc12)C(=O)O (stereo not given)	-8%	-1%	35µM*	?	3%	-17%	2.5%	4%
Cc1cc(CNC(=O)c2ccc(C)c([N+](=O)[O-])c2)c2ccccc2n1	0%	2%	-1%	-3%	-73%[inhibitor]	-5%	-1.6%	10%
COc1ccccc1NC(=O)c1ccccc1NS(=O)(=O)c1cccs1	2%	0%	11%	-19%	2%	-11%	-0.4%	0%
Cc1nn2cc(-c3cccc(Cl)c3)cnc2c1Cl	13%	-4%	-1%	-2%	13µM*	1%	1.3%	5%
CC(=O)NC(C)C(=O)OCC(=O)Nc1ccc(Br)cc1 (stereo not given)	-36%	5%	3%	-5%	-15%	0%[46.1 µM]	4.6%	-7%[38.3 µM]
CC(C)(C)c1cc(Cc2ccccc2)[nH]n1	3%	1%	i	7%	3%	6%[46.1 µM]	-1.0%	4%[38.3 µM]
CCCC(=O)N1CCN(c2ccc(NC(=S)NC(=O)c3cccc(C)c3)cc2)CC1	-4%	-3%	1%	-4%	-51%[inhibitor]	-5%	1.3%	18%
COc1cccc(C(=O)NCC(=O)OCc2ccc(F)cc2Cl)c1	0%	-2%	-14%	-7%	-2%	11%	0.0%	-4%
CCCCCOC(=O)Cc1c(C)nc(-c2ccccc2)[nH]c1=O	2%	-5%	-7%	3%	13%	-2%[46.1 µM]	0.0%	1%[38.3 µM]
O=C(CCN1CCOCC1)Nc1ccc(F)cc1F	0%[14.2 µM]	-4%[7.66 µM]	.	.	-3%[9.22 µM]	.	.	-3%
Cc1ccc(NC(=O)CC2SC3=NCCN3C2=O)cc1 (stereo not given)	-18%	-2%	0%	2%	18%	?	?	3%
COc1cc(/C=N/NC(=O)c2ccc(Cn3cc([N+](=O)[O-])cn3)o2)cc(Br)c1O	2%	-2%	i	-3%	.	44%	-0.1%	0%
CCOC(=O)c1c(CN2CCC(C)CC2)n(C)c2cc(Br)c(OC)cc12	7%	.	i	6%	.	-50%	0.1%	.
COCc1c(Br)c(C)nc(OCC(=O)N/N=C/c2cc(C)n(-c3ccc([N+](=O)[O-])cc3)c2C)c1C#N	6%	1%	-6%	0%	-13%	-19%[46.1 µM]	1.0%	11%
CCOc1ccc2c(c1)cc(CN(C(=O)CC)C1CCCCC1)c1nnnn12	-17%	0%	i	-28%	0%	?	-1.0%	33%[38.3 µM]
O=C(Nc1ccc2c(c1)OCO2)N1CCOCC1	3%	-2%	-6%	2%	.	-30%[46.1 µM]	0.0%	14%[38.3 µM]
CCOC(=O)C1CCN(C(=O)C2CC(=O)N(c3ccc(C)cc3)C2)CC1 (stereo not given)	-8%	1%	-5%	2%	2%	-9%[46.1 µM]	0.0%	18%[38.3 µM]
CN(c1ccccc1)S(=O)(=O)c1cccc(NC(=O)C2CC(=O)N(Cc3ccccc3)C2)c1 (stereo not given)	7%	.	-13%	-5%	.	-22%	-0.9%	.
CC(C)CCC1(CCNC(=O)c2cccs2)CCOC(C)(C)C1 (stereo not given)	-3%	.	-4%	11%	.	-42%	-1.0%	.
CCOC(=O)C(=O)Nc1nc(-c2ccccc2)c(-c2ccccc2)o1	9%	-2%	-1%	21%	6%	-4%	-1.2%	-2%
COC(=O)C(CCSC)NC(=O)CNS(=O)(=O)c1ccc(Br)cc1 (stereo not given)	-8%	-1%	i	6%	-9%	-8%[46.1 µM]	0.0%	-3%[38.3 µM]
COc1ccc(N2CCN(Cc3cc(=O)oc4cc(-c5ccccc5)c(O)cc34)CC2)cc1	-7%	-2%	-2%	3%	-18%	-5%[46.1 µM]	3.5%	14%[38.3 µM]
COc1ccc(N2CCN(C(=O)c3ccc(S(=O)(=O)N4CCOCC4)cc3)CC2)cc1	-17%	-2%	i	6%	-34%[inhibitor]	-15%[46.1 µM]	-1.1%	2%[38.3 µM]
Cc1cc2nnc(SCC(=O)N(C)C3CCS(=O)(=O)C3)n2c2ccccc12 (stereo not given)	-1%	-2%	i	?	-9%	6%	-1.9%	0%
O=C(Nn1cnc2ccccc2c1=O)c1ccc(F)cc1Cl	2%	-1%	-2%	-2%	?	-4%[46.1 µM]	0.8%	-13%[38.3 µM]
CCc1ccc(N2C(=O)Cc3c2nc(N)c(C#N)c3N)cc1	15%	-7%	i	?	-17%	-17%[46.1 µM]	-3.9%	12%[38.3 µM]
Cn1nc(C(F)(F)F)c(C#N)c1N1CCN(c2ccc(F)cc2)CC1	-11%	-4%	-10%	-7%	-64%[inhibitor]	-11%[46.1 µM]	-0.7%	21%[38.3 µM]
CCOc1ccccc1N(CC(=O)NC1CCCC1)C(=O)CCCC(=O)Nc1ccccn1	-7%	1%	i	0%	?	-8%[46.1 µM]	-2.1%	25%[38.3 µM]
CCOC(=O)C1CCN(C(=O)c2cc(OCC)c(OCC)c(OCC)c2)CC1	6%	2%	-4%	-5%	19%	-6%[46.1 µM]	-0.1%	26%[38.3 µM]
CCOC(=O)C1CCCN(C(=O)Nc2c(-c3ccccc3)noc2C)C1 (stereo not given)	1%	.	i	2%	.	-19%	0.1%	.
CCOc1ccccc1-c1ccc(C(=O)O)s1	0%[88.7 µM]	4%[39.9 µM]	i	.	.	.	7.1%[96.6 µM]	-25%
N#CCC(=O)N/N=C/c1coc2ccccc2c1=O	9%	.	-17%	-12%	.	-5%	0.1%	.
Cc1nnc(SCC(=O)N(CC(C)C)c2c(N)n(CC(C)C)c(=O)[nH]c2=O)n1-c1ccccc1	2%	-1%	1%	-1%	-3%	2%	0.0%	-2%
CCCCCCC#Cc1ccc2c(c1)COc1c3ccccc3nn1-2	-2%	.	-9%	5%	.	3%	-2.3%	.
COc1ccc(N2CC(C)Cn3c2nc2c3c(=O)n(Cc3ccccc3)c(=O)n2C)c(OC)c1 (stereo not given)	-1%	1%	-5%	?	0%	-52%	-3.1%	6%
N#Cc1cc(C(=O)c2ccccc2O)cn(-c2nccs2)c1=O	58%[activator]	4%	-3%	?	9%	-16%	0.0%	0%
COc1ccc2c(c1)c(=O)cc(C)n2CC(=O)NCc1ccco1	11%	-1%	-10%	-8%	-5%	-7%[46.1 µM]	-1.0%	28%[38.3 µM]
Cc1ccc(NC(=O)C(=O)NCCN2CCN(S(C)(=O)=O)CC2)cc1	9%	0%	i	4%	-5%	10%	-1.3%	0%
O=C(NCCc1cccs1)C1CC(c2cccc([N+](=O)[O-])c2)=NO1 (stereo not given)	-13%	-1%	-10%	7%	-4%	-9%[46.1 µM]	0.1%	13%[38.3 µM]
NC(=O)C1=C[C@@H](c2ccc(C(F)(F)F)cc2)C[C@@H](OCCCCO)O1	-2%	.	4%	?	.	3%	0.8%	-2%

Individual results from above.
Under JMJD2E inh, CCOC(=O)C1CCN(C(=O)C2CC(=O)N(c3ccc(C)cc3)C2)CC1 (stereo not given) has the entry 2%
Under Epigenetic reg, O=C(Nc1ccc2c(c1)OCO2)N1CCOCC1 has the entry 0.0%

Next structures
molecule	GoLoco inh red	Luc counter	RECQ1 helicase	JMJD2E inh	SMN2 splice enh	NPSR antagonist	Epigenetic reg	IMPase Li inh
C[C@@H](CCc1ccc(O)cc1)NCCc1ccc(O)c(O)c1	4%	-3%	-5%	20µM*	-6%[20.6 µM]	.	0.5%	9%&8%
CC(C)Cc1ccc(C#N)c(SCC(N)=O)n1	2%	1%	-3%	-7%	-11%	0%[46.1 µM]	0.8%	5%[38.3 µM]
COc1ccc(C2c3ccc(O)cc3Oc3ncn(Cc4ccco4)c(=N)c32)cc1 (stereo not given)	18%	.	21%	-2%	.	-38%	2.1%	.
O=C1Nc2ccccc2/C1=N/N=C/c1ccc(-c2ccc([N+](=O)[O-])cc2)o1	9%	-1%	5%	3%	-7%	-14%	0.0%	-3%
COc1ccc(S(=O)(=O)N2CCCC(C(=O)NCc3ccncc3)C2)cc1 (stereo not given)	1%	1%	-10%	-6%	1%	-2%[46.1 µM]	-1.1%	8%[38.3 µM]
O=C(CS(=O)(=O)Cc1ccccc1)Nc1nc2ccccc2s1	9%	2%	-12%	-5%	-9%	-8%[46.1 µM]	0.0%	24%[38.3 µM]
O=S(=O)(Cc1ccccc1)NCc1cccnc1	9%	3%	-8%	7%	10%	0%[46.1 µM]	0.0%	5%[38.3 µM]
O=C(CCN1CCCCC1)NNC(=S)NC(=O)c1ccc(Br)cc1	2%	-2%	-13%	-1%	-16%	4%	?	14%
Cc1cc(C(=O)COC(=O)c2ccccc2O)c(C)n1Cc1cccs1	9%	?	-5%	?	.	-15%[46.1 µM]	-0.1%	24%[38.3 µM]
O=C(c1ccc(S(=O)(=O)c2cccc(Cl)c2)c([N+](=O)[O-])c1)N1CCN(c2ccccn2)CC1	3%	-1%	-8%	3%	-85%[inhibitor]	7%	0.7%	13%
CC(=O)N1CCC2(CCCN(c3cccc(-c4ccccc4)c3)C2)CC1	54%[activator]	2%	-23%	.	-25%	.	.	2%
CCn1c(SCC(=O)Nc2nc(-c3ccccc3)cs2)nc2c1c(=O)n(C)c(=O)n2C	-12%	2%	-1%	-1%	-11%	-14%	-1.6%	14%
CCCS(=O)(=O)Nc1c(C(=O)O)[nH]c2ccccc12	0%	-3%	-2%	?	-9%	-8%[46.1 µM]	-0.9%	-2%[38.3 µM]
Cc1ccc(C2CCN(C(=S)Nc3cccc(Cl)c3)C2)cc1 (stereo not given)	8%	.	-16%	-12%	.	-24%	1.1%	3%
